TbREL1 inh: TbREL1 inhibition, primary screen. inhibition, % at 9.66 µM. TbREL1 RNA ligation, FRET fluorescence. 89,000 tested, 0.49% active;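 active means inhibition above the mean inhibition across all screened compounds plus 3 SD, cut at about 11% in these data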;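 further: 0% = plate median of test wells and 100% = NSC42067 control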
Target sequence (P86926 whole entry, looked up): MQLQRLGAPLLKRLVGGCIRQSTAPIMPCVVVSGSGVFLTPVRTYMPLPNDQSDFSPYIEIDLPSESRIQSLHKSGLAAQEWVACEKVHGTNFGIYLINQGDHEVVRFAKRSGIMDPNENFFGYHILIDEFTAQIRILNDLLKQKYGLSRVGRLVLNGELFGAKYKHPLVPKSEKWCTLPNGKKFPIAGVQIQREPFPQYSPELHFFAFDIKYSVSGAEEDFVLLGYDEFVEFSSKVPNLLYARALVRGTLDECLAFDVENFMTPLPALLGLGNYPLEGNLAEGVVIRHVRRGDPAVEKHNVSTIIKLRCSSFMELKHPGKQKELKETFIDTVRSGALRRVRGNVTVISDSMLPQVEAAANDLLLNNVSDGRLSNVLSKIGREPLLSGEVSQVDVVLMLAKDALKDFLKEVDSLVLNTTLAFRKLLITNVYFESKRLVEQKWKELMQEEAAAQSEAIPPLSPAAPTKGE
* marks the source's active call; other numbers are inactive results.

TbREL1 inh	SMILES
-0.9	CC1=C(C(=O)OC2CCCCCCC2)C(c2cc3c(cc2Br)OCO3)CC(=O)N1 (stereo not given)
-0.1	CN(C)CCNC(=O)C(=O)NCC1CCCN1S(=O)(=O)c1cccs1 (stereo not given)
3.6	Cc1nc(SCC(=O)N2CCNC2=O)c(C#N)c(C)c1C
-3.6	CCCCCCCCN1C(=O)[C@@H](CC(=O)N2CCC(c3ccccc3)CC2)C[C@@]2(C(=O)OC)C1=C[C@H](COCc1ccccc1)O[C@@H]2C
0.9	Cc1cc(N)n(-c2ccc(S(=O)(=O)c3ccc(C(C)C)cc3)cc2)n1
7.3	Cc1nc(=O)c(-c2ccccc2)c(C)n1-c1cccc(C(=O)O)c1
-1.1	COc1cc(C(=O)OCC(=O)NC(C)CCc2ccccc2)cc(OC)c1OC (stereo not given)
4.9	CCOc1cccc(-c2nn3c(-c4cccc(C)c4)nnc3s2)c1
0.5	CC(=O)N[C@H]1[C@H](OC2CCCCC2)O[C@H](COC(C)=O)[C@@H](OC(C)=O)[C@@H]1OC(C)=O
-0.5	CCn1c(SCC(=O)Nc2cccc3ccccc23)nnc1-c1cccs1
2.4	CC(C)NC(=O)N(C)C[C@H]1Oc2ccc(NC(=O)Nc3ccc(C(F)(F)F)cc3)cc2C(=O)N([C@H](C)CO)C[C@@H]1C
0.1	COc1cccc(NC(=O)Cn2cnc3sc(C)c(S(=O)(=O)N4CCN(C)CC4)c3c2=O)c1
2.2	O=C(CCCOc1ccc(Cl)cc1Cl)N/N=C/c1ccccc1O
1.1	COc1ccc(C2(C(=O)NCCCN3CCOCC3)CCOCC2)cc1
4.2	CC1CSc2nnc(CCc3ccccc3)n21 (stereo not given)
3.1	COc1ccccc1N1CCN(C(=O)CSc2nc3ccccc3c(=O)n2CC2CCCO2)CC1 (stereo not given)
-3.9	Cc1cc(C)c(NC(=O)CNC(=O)CN2C(=O)NC3(CCCc4ccccc43)C2=O)c(C)c1 (stereo not given)
-2.8	CC1CCC(NC(=O)c2ccc(Br)o2)CC1 (stereo not given)
-2.3	CSc1nnc(-c2ccccc2N=Cc2c(C)[nH]n(-c3ccc4ccccc4c3)c2=O)c(=O)[nH]1
-1.0	Cn1c(COc2ccccc2)nnc1SCc1cc(=O)[nH]c2ccccc12
0.9	CC(=O)Nc1sc2c(c1-c1nc3ccccc3s1)CCN(C)C2
0.8	Cc1ccc(O)c(-c2cc(C(=O)NCc3ccccc3)[nH]n2)c1
3.4	O=C(Nc1ccccc1Cl)C1Cc2ccccc2O/C1=N\O (stereo not given)
-3.4	NS(=O)(=O)c1ccc(CCNC(=O)c2cc3ccccc3s2)cc1
8.9	COc1cc(OC)cc(-c2c(C#Cc3ccsc3)c3cc(-c4ccc5c(c4)OCCO5)ccc3n2C)c1
0.2	Cc1ccc(C)c2[nH]c(=O)c(C(c3nnnn3C3CCCC3)N3CCOCC3)cc12 (stereo not given)
-1.3	O=C(N/N=C/c1ccc2c(c1)OCO2)c1cc(-c2ccco2)nc2ccccc12
0.7	Cn1c(Cc2ccccc2)nnc1SCC(=O)N1CCN(c2ccccc2)CC1
-0.6	CC1CCCCC1NS(=O)(=O)c1ccc(-n2cnnn2)cc1 (stereo not given)
0.9	O=C(Nc1ccc2c(c1)CCC2)Nc1ccccc1F
2.2	[O-][n+]1c2ccccc2c2n1CCCN=C2c1ccc(Cl)cc1
2.0	C=CCN(c1ccccc1)S(=O)(=O)c1cccc2cccnc12
-6.1	C=C(C)/C=N/NC(=S)Nc1ccc(S(=O)(=O)N2CCOCC2)cc1
-1.2	COc1cccc(NC(=O)CN(C)C(=O)c2ccc(OCC3CCCO3)cc2)c1 (stereo not given)
-3.0	Cn1c(N)c(C(=O)COC(=O)c2ccccc2C(=O)c2ccccc2)c(=O)n(C)c1=O
2.1	CCOC(=O)C1(Cc2ccccc2C)CCCN(C(=O)c2ccc(CSC)o2)C1 (stereo not given)

Structural class: those above with a halogen (seven)
TbREL1 inh	SMILES
-0.9	CC1=C(C(=O)OC2CCCCCCC2)C(c2cc3c(cc2Br)OCO3)CC(=O)N1 (stereo not given)
2.4	CC(C)NC(=O)N(C)C[C@H]1Oc2ccc(NC(=O)Nc3ccc(C(F)(F)F)cc3)cc2C(=O)N([C@H](C)CO)C[C@@H]1C
2.2	O=C(CCCOc1ccc(Cl)cc1Cl)N/N=C/c1ccccc1O
-2.8	CC1CCC(NC(=O)c2ccc(Br)o2)CC1 (stereo not given)
3.4	O=C(Nc1ccccc1Cl)C1Cc2ccccc2O/C1=N\O (stereo not given)
0.9	O=C(Nc1ccc2c(c1)CCC2)Nc1ccccc1F
2.2	[O-][n+]1c2ccccc2c2n1CCCN=C2c1ccc(Cl)cc1

Additional compounds.
TbREL1 inh	SMILES
5.0	CC(Sc1ncnc2c1cnn2-c1ccccc1)C(=O)Nc1ccc(N2CCOCC2)cc1 (stereo not given)
2.9	O=C(NCCc1ccccc1)OCc1cn(-c2ccccc2Cl)nn1
0.3	CC1CC(C)CN(S(=O)(=O)c2ccc(NC(=S)NC(=O)c3ccccc3)cc2)C1 (stereo not given)
-5.4	COc1ccc(-c2nnc(SCC(=O)N/N=C\C=C/c3ccco3)n2-c2ccc(C)cc2)cc1
0.7	Cc1ccc2nc(N3C(=O)C(O)=C(C(=O)c4ccco4)C3c3cccc(O)c3)sc2c1 (stereo not given)
-1.0	O=S(=O)(Nc1ccc2c(c1)nc1n2CCN(Cc2ccccc2)C1)c1ccc(F)cc1
3.0	C[C@@H]1CN([C@@H](C)CO)S(=O)(=O)c2ccc(Br)cc2O[C@H]1CN(C)C(=O)Nc1ccc(C(F)(F)F)cc1
-3.3	CC1CCCCC1NC(=O)CSc1ncnc2sccc12 (stereo not given)
-0.9	Cc1cc2c(cc1C)CSC(c1ccccc1OC(=O)C(C)C)SC2
-0.7	NC(=O)c1ccc(C2SCC(=O)N2Cc2ccccc2)cc1 (stereo not given)
0.7	O=C(NCc1cccs1)C1CCCN(S(=O)(=O)c2ccc([N+](=O)[O-])cc2)C1 (stereo not given)
-2.6	O=C1NC2(CCCCC2)N(C(=O)c2ccccc2)C2=C1CCCC2

Not a retest: two of the compounds above.
TbREL1 inh	SMILES
-0.9	CC1=C(C(=O)OC2CCCCCCC2)C(c2cc3c(cc2Br)OCO3)CC(=O)N1 (stereo not given)
-0.1	CN(C)CCNC(=O)C(=O)NCC1CCCN1S(=O)(=O)c1cccs1 (stereo not given)

Later entries
TbREL1 inh	SMILES
1.1	CN(C)S(=O)(=O)c1ccc(C(=O)NCc2nc3ccccc3s2)cc1
3.2	CCOC(=O)CNC(=O)CSc1nc2ccccc2c(=O)n1-c1ccc(Cl)cc1
0.2	CC1CC1C(=O)N1CCN(S(=O)(=O)c2cc(C(F)(F)F)cc(C(F)(F)F)c2)CC1 (stereo not given)
5.1	Cc1cccc(NC(=O)c2cnc3n(c2=O)CCS3)c1
-1.9	COc1cc(C2C3C(=O)N(c4ccc(F)cc4)C(=O)C3ON2c2ccccc2)ccc1O (stereo not given)
3.5	COc1ccc(S(=O)(=O)N2CCC(C(=O)NCCC(=O)NC3CC3)CC2)cc1
2.2	COC(=O)C(Cc1ccc(OC(=O)c2ccc(Cl)cc2)cc1)N1Cc2ccccc2C1=O (stereo not given)
0.8	COc1ccc(-c2nnc(SCC(=O)Nc3nncs3)o2)cc1
-2.5	CS(=O)(=O)N1CCC(Oc2cccc(C(=O)NCCCOc3cccnc3)c2)CC1
-1.9	COc1ccc(N2C(=O)CC(Nc3ccc(F)cc3)C2=O)c([N+](=O)[O-])c1 (stereo not given)
-1.8	O=C(O)C1CCN(C(=O)c2ccc(Cl)cc2)CC1
1.2	O=c1oc2ccccc2nc1/C=C(O)/C=C\c1ccccc1
-2.2	O=C(NC1(C(F)(F)F)NC(=O)N(Cc2ccccc2)C1=O)c1cccnc1 (stereo not given)
-1.5	C=C1CN(Cc2ccccc2)S(=O)(=O)c2ccccc21
-1.4	O=C(NCC12CC3CC(CC(C3)C1)C2)c1nn2c(c1Cl)NC(c1ccco1)CC2C(F)(F)F (stereo not given)
-1.7	Cc1ccc(-c2nnc(SCC(=O)Nc3ccc(Oc4ccccc4)cc3)n2Cc2ccco2)cc1
-1.1	CC(C)CCN(C)C1CCN(C(=O)Nc2ccc3c(c2)OCO3)CC1
-0.7	S=C(Nc1ccc(Cl)cc1)N1CCN(C2CCCCC2)CC1
2.2	Cc1ccccc1NC(=O)CN(C)S(=O)(=O)c1cccc2cccnc12
-2.0	COc1ccccc1N1CCN(S(=O)(=O)CCNC(=O)Cc2ccc(F)cc2)CC1
2.0	O=C1c2ccccc2C(=O)N1CCC#Cc1ccc2cc(CCCO)oc(=O)c2c1
4.9	CC(C)C(C(=O)NCc1ccco1)N(C(=O)CNS(=O)(=O)c1ccc(Cl)cc1)C1CCCC1 (stereo not given)
-0.5	O=C(N/N=C/c1ccc([N+](=O)[O-])cc1)c1cc(C2CC2)nc2ccccc12
0.6	COc1cccc(CNCc2ccccn2)c1OC
1.4	CCOC(=O)C1(Cc2cccc(F)c2)CCN(CCCn2cccn2)CC1
1.6	CCCN(C(=O)C1CSC2(C)CCC(=O)N12)c1c(N)n(Cc2ccccc2)c(=O)[nH]c1=O (stereo not given)
-2.2	Cc1noc(C)c1CSc1nc2cc(S(=O)(=O)N3CCOCC3)ccc2o1
2.8	Nc1nc(-c2ccc([N+](=O)[O-])cc2)c(C(=O)Nc2ccc(Cl)cc2)s1
5.8	O=C(CN(C(=O)c1ccccc1Cl)N1C(=O)C2C3C=CC(C3)C2C1=O)c1cccs1 (stereo not given)
0.8	Cc1[nH]c(=O)nc(SCc2ccc(Cl)c(Cl)c2)c1C#N
0.7	O=C(CC[C@H]1O[C@@H](n2ccc(=O)[nH]c2=O)[C@H](O)[C@@H]1O)NCCCc1ccccc1
0.1	CC(C)C(=O)Nc1cc(=O)[nH]c2ncnn12
9.2	COC(=O)c1sc(NC(=O)COc2cccc(C)c2)nc1C
4.1	Cc1ccc(C(=O)NC(=O)CSc2ncccc2C(=O)O)cc1
4.7	CC1(C)Cc2ccccc2-c2nc(-c3ccccc3)oc(=O)c21
-4.5	C/C(=C/CCC(C)(O)C1CC[C@@]2(C)[C@@H]3CC=C4[C@@H](CC[C@H](O[C@H]5O[C@@H](CO)[C@H](O)[C@@H](O)[C@@H]5O)C4(C)C)[C@]3(C)C(=O)C[C@]12C)CO[C@@H]1O[C@H](CO)[C@@H](O)[C@H](O)[C@H]1O (stereo not given in full)
-4.1	COc1ccc(-c2[nH]ncc2-c2nc(C)cs2)c(O)c1
1.3	Nc1cc(-c2ccccc2)nn1S(=O)(=O)c1ccc(F)cc1
-3.4	COc1cc(C2C(C#N)=C(N)Oc3c2c(-c2ccccc2)nn3-c2ccccc2)cc(OC)c1OC (stereo not given)
-1.0	CCOC(=O)c1[nH]c2ccccc2c1NC(=O)COC
3.5	O=C(CCc1nc(-c2ccccc2F)no1)NCCc1ccccc1Cl
0.3	CC(=O)NCCc1nc2cc(NC(=O)c3ccccc3C)ccc2n1C
0.0	CCn1c(SCC(=O)Nc2ccc3c(c2)OCCO3)nnc1-c1cccs1
5.6	N/C(=N\OC(=O)Cc1ccc([N+](=O)[O-])cc1)c1ccccn1
3.1	COc1ccc(C(=O)NCc2ccccc2C)cc1S(=O)(=O)NC1CCCC1
-0.3	O=C(CSc1ccc(-c2ccccn2)nn1)NC1CCCC1
-3.8	Cc1ccc(-n2ncc3c2CC(C)(C)CC3NC(=O)CCn2cncn2)cc1 (stereo not given)
4.3	COc1ccc(Cl)cc1Cn1c(C)c(C(=O)NCc2cccc(Cl)c2)sc1=O
0.5	O=C(O)C1=C[C@@H](c2coc3ccccc3c2=O)C[C@@H](OCc2ccc(CO)cc2)O1
-3.1	O=C(Cn1cc(C(F)(F)F)ccc1=O)NCC1CCCO1 (stereo not given)
1.0	CC(=O)N/C(=C\c1ccccc1)C(=O)OCC(=O)NC(=O)c1ccccc1
3.4	CCCOc1ccc(-c2nc(C#N)c(N3CCc4ccccc4C3)o2)cc1
2.1	CC(C)C(NC(=O)c1c(F)cccc1F)C(=O)N1CCN(c2ccccc2F)CC1 (stereo not given)
-2.1	CC1(C)Cc2c(sc3c2C(=O)N(c2ccccc2)C2=NCCCN23)CO1
-0.9	O=C1C(=O)N(Cc2ccc(-c3ccc(F)nc3)cc2)c2ccc(OC(F)(F)F)cc21
-0.6	O=C(c1ccccc1)N1CCN(CC#Cc2ccccc2)CC1
-1.2	O=C(CCCN1CCC(NC(=O)c2ccccc2)CC1)c1ccc(Cl)cc1
3.6	Cc1c(C)c2ccc(OCC(=O)Nc3nccs3)cc2oc1=O
-1.4	CCC(C)Sc1cccc(-c2nc3cnccn3c2NC2CCCCC2)c1 (stereo not given)
0.5	Cc1cc(C)nc(NC(=S)N2CCN(c3ccc(Cl)c(Cl)c3)CC2)c1

Next section.
TbREL1 inh	SMILES
4.4	CC(C)(C)c1ccc(C(=O)Nc2cc(Cl)ccc2-c2nn[nH]n2)cc1
-0.6	C=CCn1c(SCc2c(F)c(F)c(F)c(F)c2F)nc(O)cc1=O
-0.7	CCOC(=O)c1cc(-c2ccccc2)sc1NC(=O)C(C)OC(=O)c1cccnc1OCC (stereo not given)
1.7	O=C(Nc1cccc(C(=O)N2CCCCC2)c1)c1ccc(Cl)cc1
1.1	CCOC(=O)CN1c2ccccc2NC(=O)CC1C (stereo not given)
-0.3	O=C1OCC2=C1C(c1ccc3c(c1)OCO3)Sc1ccccc1N2 (stereo not given)
-2.0	CC(C)N1CCCC(C)(C(=O)Nc2nccc3ccccc23)C1 (stereo not given)
2.9	Cc1ccc2nc(N/C(=N/S(=O)(=O)c3cccs3)c3ccccc3Cl)sc2c1
-1.2	COCCCN1C(=O)CS/C1=N\S(=O)(=O)c1ccccc1
-0.2	CCOC(=O)CSc1nnc(CNC(=O)c2ccco2)n1C
0.7	CN1CCN(c2ccc(NC(=O)c3ccc(-c4cccc([N+](=O)[O-])c4)o3)cc2)CC1
-2.0	COc1ccc(CNC(=O)OC2CC3CC2[C@H]2CCCCN2C3)cc1 (stereo not given in full)

Bioassay records as filed in PubChem BioAssay.

These rows are one share of the data, so the mix of outcomes need not match the whole.
